# Screening results deposited in PubChem BioAssay by National Center for Advancing Translational Sciences (NCATS).
# Pol eta inh: inhibitors of human DNA polymerase eta; 390,000 compounds, 1.2% hits; Potency, µM (titrated, usually from 114 µM), without a hit: top-dose activity change, negative = inhibition, usual class: inhibitors; Q9Y253; recombinant Pol eta, fluorescent DNA replication assay; note: potency is the fitted concentration of half-maximal effect; % is set by controls: 0 for no effect and ±100 for the full control effect
#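 Pol eta at 10 nM preincubated with compounds 15 min at room temperature; reaction started with fluorescent substrate (50 nM final) and read kinetically at 0 and 10 min.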
# APEX1 inh: inhibitors of human APE1 endonuclease; 350,000 compounds, 0.35% hits; P27695; Potency, µM (top dose mostly 65.8 µM), inactives show top-dose activity change, negative = inhibition, usual class: inhibitors; recombinant APE1, TAMRA/BHQ-2 abasic DNA cleavage fluorescence;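 note: potency is the fitted concentration of half-maximal effect; plate controls were vehicle for no effect and reference inhibitor for full effect; nearly all actives have a fitted effect of over 55% in size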
# Target sequence (P27695 whole entry, looked up): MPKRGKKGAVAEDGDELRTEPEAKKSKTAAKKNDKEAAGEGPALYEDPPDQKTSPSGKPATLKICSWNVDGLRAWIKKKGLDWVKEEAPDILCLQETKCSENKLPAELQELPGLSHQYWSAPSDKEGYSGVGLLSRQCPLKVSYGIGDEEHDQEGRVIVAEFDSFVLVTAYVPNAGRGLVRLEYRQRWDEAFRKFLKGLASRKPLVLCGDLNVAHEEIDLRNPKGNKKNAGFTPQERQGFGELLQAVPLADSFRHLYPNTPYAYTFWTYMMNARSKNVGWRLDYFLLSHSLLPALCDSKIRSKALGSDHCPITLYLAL
#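 0.75 nM APE1 + cpd, 15 min RT; start w/ 50 nM TAMRA/BHQ-2 THF-abasic dsDNA; kinetic fluor 525/598 nm ×3 reads @60 s; Δ(read3−read1); normalized to DMSO and NSC13755 control wells.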
# Glioma ERSR ind: ER stress response induction in glioma; 420,000 compounds, 0.02% hits; Potency, µM, without a hit: top-dose activation, most hits filed as activators; AID 602332; U87-MG GRP78 promoter luciferase reporter, 16 h; note: potency is the fitted concentration of half-maximal effect; series mostly up to about 76 µM; % of control where 0% means no effect; nearly all actives have a fitted effect of over 35% in size
#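 ERSR induction read as luciferase luminescence (Bright-Glo, 10 min at room temperature) in stably transfected human U87-MG glioma cells exposed to compounds for 16 h, using GRP78 as sensor.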
# POLB inh: blocks human DNA polymerase beta activity | P06746 | Pol beta primer extension/strand displacement, fluorescence kinetic | Potency, µM (titrated, usually from 114 µM), for inactives: top-dose activity change, negative = inhibition, hits mostly inhibitors | 340,000 compounds, 1.3% hits; note: potency is the fitted concentration of half-maximal effect; % is set by controls: 0 for no effect and ±100 for the full control effect
#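 Pol beta (10 nM) was preincubated with compound for 15 min at room temperature. The reaction was then started with 50 nM substrate and read immediately and after a further 10 min at room temperature.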
# Anesthetic bind: candidate novel general anesthetic via apoferritin binding. P02791. apoferritin/1-aminoanthracene competitive binding, fluorescence. Potency, µM (highest dose often 77.5 µM), without a hit: at the top dose activity change, negative = displacement, usual class: inhibitors. 350,000 compounds, 0.074% hits. AID 485281; note: potency is the fitted concentration of half-maximal effect; % is set by controls: 0 for no effect and ±100 for the full control effect; nearly all actives have a fitted effect of over 20% in size
# Target sequence (P02791 2-175 limits assumed): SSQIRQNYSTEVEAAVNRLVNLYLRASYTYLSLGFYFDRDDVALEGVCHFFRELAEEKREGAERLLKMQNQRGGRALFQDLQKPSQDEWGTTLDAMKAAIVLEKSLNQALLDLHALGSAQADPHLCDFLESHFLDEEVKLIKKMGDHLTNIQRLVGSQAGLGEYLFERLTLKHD
#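 10 uM apoferritin + 50% sat. 1-AMA, PBS; cpd 10 min RT; Ex380/Em535 endpoint; normalized to free probe vs complex; 4-param Hill fit; propofol titration as pos. ctrl.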
# POLK inh: inhibitors of human DNA polymerase kappa; Q9UBT6; purified Pol kappa, fluorescent DNA synthesis assay, 10 min; Potency, µM (titrated, usually from 107 µM), inactives show at the top dose activity, negative = inhibition, most hits filed as inhibitors; 400,000 compounds, 0.53% hits; AID 588579; note: potency is the fitted concentration of half-maximal effect; % is set by controls: 0 for no effect and ±100 for the full control effect
#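 Inhibition of 10 nM Pol kappa is measured by a fluorescent read-out at 0 and 10 min following addition of 50 nM substrate (final), with a 15-min room-temperature compound preincubation.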
# BLM helicase inh: inhibitors of human Bloom syndrome helicase BLM; P54132; recombinant BLM DNA unwinding, fluorescence dequenching; Potency, µM (doses to about 56.1 µM), without a hit: at the top dose activity change, negative = inhibition, usual class: inhibitors; 350,000 compounds, 0.2% hits; AID 2528;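 note: potency is the fitted concentration of half-maximal effect; plate controls were vehicle for no effect and no enzyme for full effect; nearly all actives have a fitted effect of over 35% in size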
# LDHA inh: blocks human lactate dehydrogenase A | purified LDHA, NADH/diaphorase-resazurin fluorescence; stronger effect = lower value | activity change, % (values are at about 110 or 230 µM) | 480,000 compounds, 0.15% hits; in the data active = activity change below about -30%; inconclusive = mostly about -25% to -30%;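 note: plate controls were DMSO wells for no effect and wells without enzyme for full effect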
#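 LDH5 2 nM; NADH 0.06 mM, pyruvate 0.2 mM; 200 mM Tris pH 7.4, EDTA, Tween-20; 5 min RT. Detection: diaphorase 0.133 mg/mL + resazurin 37 µM, fluorescence ex540/em590 at 0 and 20 min; normalized to enzyme-free and DMSO wells.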
# POLI inh: blocks human DNA polymerase iota activity; Q9UNA4; Pol iota fluorescent replication assay, 10 min; Potency, µM (highest dose often 115 µM), for the others: top-dose activity, negative = inhibition, hits mostly inhibitors; 390,000 compounds, 1% hits; note: potency is the fitted concentration of half-maximal effect
#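 Fluorescent replication assay read twice, at 0 min and 10 min after adding 50 nM (final) substrate. Enzyme (10 nM) and compounds were first incubated 15 min at room temperature; enzyme-free buffer wells were negative controls.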
# * marks the source's active call; other numbers are inactive results; ? = inconclusive; . = not tested or not shown; & = joins results of further samples; [ ] = another dose, or the depositor's remark. Unless noted, calls come from the whole dose curve; as a rule, active = well fitted curve in the direction sought with a large enough effect; inconclusive = small, poorly fitted or top-dose-only effect, or another doubt; inactive = no such curve, though single readings can be large; an effect the other way counts as inactive or inconclusive. A portion of the library. The share of hits here may be higher or lower than overall.
SMILES,Pol eta inh,APEX1 inh,Glioma ERSR ind,POLB inh,Anesthetic bind,POLK inh,BLM helicase inh,LDHA inh,POLI inh
CCc1ccc(NC(=O)CSc2nc(=O)n(Cc3cccnc3)c3c2CCC3)cc1,-17%,.,-2%,-10%,-15%,-9%[60.1 µM],2%,-1,13%
Cc1[nH]c(=O)c(C(=O)/C=C/c2ccccc2)c2c1CCCC2,-24%,0%,-10%,-1%,2%,-2%,-6%,-1,?
Cc1cccc(C)c1NC(=O)C1CCCN(CCCc2ccccc2)C1 (stereo unspecified),-16%,-7%,-7%,1%,-8%,-8%,-6%,-3,-2%
O=C(O)CSc1nnc(Cc2ccccc2)n1Cc1ccccc1,-11%,0%,-2%,-19%,0%,-14%,1%,-4,16%
CC1CC(=O)Nc2ccccc2N1C(=O)Cn1cnc2ccccc2c1=O (stereo unspecified),-7%,19%,-2%,.,.,3%,.,2,25%
O=C(NCCCN1CCCC1=O)c1cccnc1,-6%,-1%,-4%,1%,8%,-7%,-5%,-9,17%
CC[C@]12c3[nH]c4ccc(Cl)cc4c3CCN1C(=O)[C@@H](CC(=O)NCC13CC4CC(CC(C4)C1)C3)C[C@@H]2C(=O)N1CCN(C(=O)c2ccco2)CC1,-7%,-15%,-2%,.,.,-15%,.,-2,-8%
CS(=O)(=O)N(CC(=O)N1CCC(C(N)=O)CC1)c1ccc(Cl)c(C(F)(F)F)c1,-4%,2%,0%,5%,-16%,-11%,-1%,-13,1%
COc1cc(CNn2c(C)n[nH]c2=S)cc(Cl)c1OCc1ccc(F)cc1,-3%,1%,-4%,-1%,-18%,-2%,-15%,-2,13%
CCCN1C(=O)c2cccc3c(N4CCCCC4)ccc(c23)C1=O,-8%,-1%,4%,13%,7%,0%,2%,-2,9%
Cn1c(=O)cc(OCCCC(=O)Nc2cccnc2)c2ccccc21,-8%,-4%,1%,22%,-8%,9%,1%,-2,-3%
O=C(O)CNC(=O)c1ccc(Oc2c(F)c(F)c(Oc3ccc(C(=O)NCC(=O)O)cc3)c(F)c2F)cc1,-17%,-13%[12.4 µM],-1%,-12%,-6%,-6%,-9%,5,?
CC(C)CCNC(=O)c1ccc2c(c1)N(Cc1ccccc1F)C(=O)c1ccccc1S2(=O)=O,-4%,.,1%,16%,-9%,-10%,-11%,1,7%
Cc1ccc(NC(=O)c2cc(S(=O)(=O)N3CCC4(CC3)OCCO4)ccc2F)cc1,-13%,7%,-3%,-1%,3%,-4%,-4%,5,-1%[58.9 µM]
Cc1cc(N2CCC(C(=O)Nc3ccc(F)cc3)CC2)nc(-c2ccccc2)n1,-6%,-9%,-12%,25%,-20%,-9%,-12%,-5,6%
COCCCNC(=O)c1ccccc1SC,2%,14%,0%,14%,3%,-1%,0%,-5,14%
COCCC(=O)N1CCC(Oc2ccc(C(=O)N(C)Cc3cc(C)no3)cc2)CC1,-18%,-2%,0%,7%,0%,1%,0%,-3,48%[activator]
Cc1nn(-c2ccccc2)c2sc(C(=O)NC3CC3)cc12,-8%,2%,10%,4%,-10%,-13%,4%,-14,9%
CC1CCCN(S(=O)(=O)c2ccc(NC(=O)Cc3ccc(S(=O)(=O)N4CCOCC4)s3)cc2)C1 (stereo unspecified),-2%,-12%,1%,.,.,-12%,.,-5,4%
CC(=O)NC(Cc1ccccc1)C(=O)OCC(=O)c1ccccc1 (stereo unspecified),-6%,-5%,-3%,4%,-6%,-7%,-3%,-6,3%
Cc1cccc(-c2nnc(SCc3cc(=O)c4cccc(Cl)c4[nH]3)n2C)c1,-10%,.,-3%,1%,-8%,-11%[60.1 µM],-7%,-2,10%
COc1ccc(CCNC(=S)Nc2ccccc2)cc1,-18%,-4%,4%,-2%,-6%,-3%,-1%,-1,28%
O=S(=O)(Nc1cc2nc3ccccc3nc2n1Cc1ccccc1)c1ccc(Cl)cc1,79µM*,1%,-5%,?,-11%,-34%,5µM*,28,10µM*
COC(=O)c1ccc(CN2CCC(Oc3cccc(C(=O)N4CCCC4)c3)CC2)cc1,-7%,.,-5%,.,.,-1%,.,-1,-10%
O=S(=O)(c1ccccc1)N1CCC2(CC1)OCCN2S(=O)(=O)c1cccs1,-24%,11%,-3%,.,.,1%,.,2,?

# 5 entries from above in another layout.
mol | Pol eta inh | APEX1 inh | Glioma ERSR ind | POLB inh | Anesthetic bind | POLK inh | BLM helicase inh | LDHA inh | POLI inh
CC(=O)NC(Cc1ccccc1)C(=O)OCC(=O)c1ccccc1 (stereo unspecified) | -6% | -5% | -3% | 4% | -6% | -7% | -3% | -6 | 3%
Cc1cccc(-c2nnc(SCc3cc(=O)c4cccc(Cl)c4[nH]3)n2C)c1 | -10% | . | -3% | 1% | -8% | -11%[60.1 µM] | -7% | -2 | 10%
COc1ccc(CCNC(=S)Nc2ccccc2)cc1 | -18% | -4% | 4% | -2% | -6% | -3% | -1% | -1 | 28%
O=S(=O)(Nc1cc2nc3ccccc3nc2n1Cc1ccccc1)c1ccc(Cl)cc1 | 79µM* | 1% | -5% | ? | -11% | -34% | 5µM* | 28 | 10µM*
COC(=O)c1ccc(CN2CCC(Oc3cccc(C(=O)N4CCCC4)c3)CC2)cc1 | -7% | . | -5% | . | . | -1% | . | -1 | -10%

# Later entries.
SMILES,Pol eta inh,APEX1 inh,Glioma ERSR ind,POLB inh,Anesthetic bind,POLK inh,BLM helicase inh,LDHA inh,POLI inh
CC1Cc2ccccc2N1S(=O)(=O)c1cccc(C(=O)c2nccn2C)c1 (stereo unspecified),-14%,-1%,-3%,20%,?,-9%,-6%,0,?
Clc1cccc2sc(-c3nnc(-c4ccccc4)o3)c(Cl)c12,-13%,.,5%,.,.,-16%,.,-4,17%
CCC(=O)c1ccc(OCC(O)CN2CCN(c3ccccn3)CC2)cc1 (stereo unspecified),-1%,20%,-2%,9%,-18%,-13%,-7%,-7,13%
COc1cc2c(cc1NC(=S)Nc1cccc3ccccc13)oc1ccccc12,-14%,-3%,1%,-2%,-22%,-1%,-9%,3,12%
NC(=S)N/N=C/c1ccc(OC(=O)c2cccnc2)cc1,-7%,23%,-2%,22%,0%,7%,-1%,1,27%
Cc1ccc(NC(=O)c2cccc3cccnc23)cc1,-8%,25%[12.4 µM],3%,-3%,-13%,-9%,-2%,-3,30%[activator]
COC(=O)c1cc2sc(Cl)cc2n1Cc1nc(-c2ccccc2C)oc1C,-2%,.,-3%,30%,15%,7%,-4%,-13,14%
CCCCN(C(=O)CCC(=O)Nc1cc(C)on1)C(C(=O)NC1CCCC1)c1ccccc1C (stereo unspecified),-18%,3%,-4%,0%,-10%,-5%,-2%,-6,129%[activator]
O=C(N/N=C(\c1ccccc1)c1ccccn1)c1cccc([N+](=O)[O-])c1,-5%,-4%,-6%,?,-19%,2%,0%,-2,5%
CCOC(=O)CNS(=O)(=O)c1ccc(S(=O)(=O)NC2CC2)cc1,-18%,5%,-3%,-2%,-17%,-3%,-4%,-6,119%[activator]
CCN1C(=O)[C@@H]2[C@H](C1=O)[C@@H]1CC(C(=O)OC)=C[C@@H](C(=O)OC)C3C1=C(C(=O)C3(CC)CC)[C@@H]2C (stereo partly specified),-19%,-12%,-4%&-3%,.,-5%,1%&-2%,3%,5,22%&-21%
O=C(/C=C/c1ccccc1)N1CCN(c2c(Cl)cccc2[N+](=O)[O-])CC1,-9%,-2%,-3%,-22%,-14%,2%,-5%,-1,11%
CCc1c(O)nc(SCC(=O)Nc2ccccc2)n(C(C)CC)c1=O (stereo unspecified),2%,3%,2%,9%,-20%,-12%,-4%,-3,31%[activator]
O=C(O)c1cccc2c1Cc1cc([N+](=O)[O-])ccc1-2,-18%,.,-6%,.,.,-22%,.,-6,?
O=C(CN1C(=O)C2C3C=CC(C3)C2C1=O)Nc1ccc(F)cc1 (stereo unspecified),-1%,-3%,0%,14%,-9%,-7%,1%,-6,?
CCOc1ccc2oc(C(=O)NCC3CCCO3)c(C)c2c1 (stereo unspecified),11%,17%,2%,30%,-5%,11%,-7%,0,9%
COc1cccc(-c2nc(CS(=O)(=O)CC(=O)Nc3c(C)cc(C)cc3C)c(C)o2)c1,3%,.,3%,38%,-13%,-3%,-4%,-19,-14%
O=C1NC[C@@H](Cc2ccc(O)cc2)N(CCc2cccc(F)c2)C1=O,3%,-7%,-5%,4%,-4%,-7%,-5%,-4,2%
O=c1c2ccccc2cnn1Cc1n[nH]c(=S)n1-c1cc(Cl)cc(Cl)c1,-11%,13%,-5%,47%,1%,-16%,1%,-1,4%
CCC1(c2ccc(F)cc2)NC(=O)N(CC(=O)Nc2ccc(N3CCCCC3)cc2)C1=O (stereo unspecified),-11%,20%,-5%,.,.,-2%,.,-6,24%
Cc1ccc(N2CC(C(=O)N3CCc4ccccc4C3)CC2=O)cc1 (stereo unspecified),8%,-1%,-5%,0%,3%,-1%,-1%,-3,-3%
CCOC(=O)c1c(-c2ccc(F)cc2)csc1/N=C/N(C)C,6%,2%,-3%,-26%,-5%,-4%,-4%,2,49%[activator]
CCOC(=O)C1CCN(C(c2cccs2)c2sc3nc(C)nn3c2O)CC1 (stereo unspecified),-12%,-2%,-1%,3%,-5%,-1%,2%,-2,15%
C=CCc1cc(OC)ccc1OCCCCn1cncn1,-8%,27%,-3%,25%,-2%,-9%,-1%,?,-5%
Cc1csc(=O)n1CC(=O)OCC(=O)c1c(N)n(C)c(=O)n(C)c1=O,-15%,14%,-2%,.,.,3%,.,-1,50%[activator]
CC[C@]12c3[nH]c4cc(-c5ccco5)ccc4c3CCN1C(=O)[C@@H](CC(=O)NCc1cccc(C(F)(F)F)c1)C[C@@H]2C(=O)N1CCN(C(=O)C2CC2)CC1,-20%,-5%,-4%,.,.,7%,.,1,27%
CN(CC(=O)Nc1ccc(F)c(F)c1F)C(=O)C1CC(=O)N(C2CCCC2)C1 (stereo unspecified),-10%,46%[activator],-1%,.,.,7%,.,-2,63%[activator]
Cc1nnc(SCc2cccs2)[nH]c1=O,-17%,-9%,-3%,-15%,21%,2%,5%,-7,-4%
Cc1c(C#N)c2ncn(CCCN(C)C)c(=O)c2n1-c1ccccc1,-5%,0%,0%,14%,-6%,-19%,0%,-3,7%
